From PubChem
ALOX12 inhib = inhibitors of human 12-lipoxygenase (ALOX12) | P18054 | Potency, µM (titrated, usually from 57.1 µM), without a hit: at the top dose activity change, negative = inhibition, hits mostly inhibitors | AID 1452 | 0.12% of 150,000 active | purified 12-hLO, xylenol orange hydroperoxide absorbance; also: potency is read from the fitted curve at half-maximal effect; nearly all actives have a fitted effect of over 55% in size; many of its hits are not listed in these tables
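150 nM 12hLO, 25 mM Hepes pH 7.0 + 0.01% Triton X-100; cpd preinc 15 min RT; 40 uM arachidonic acid, 30 min RT; Fe-XO 30 min; A573/A405 ratio as read-out.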
PNC inhibitor = perinucleolar compartment assembly inhibition | activity change (PNC), negative = inhibition, % at 10 µM | 3.1% of 140,000 active | AID 2417 | PC3M PTB-GFP, PNC prevalence imaging, 16 h; stronger effect = lower value;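 active = readout at or below -70, meaning at least 70% loss of cells showing the perinucleolar compartment, a nuclear body marking cancer cells; inconclusive = readout between -30 and a set limit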;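 also: plate controls were DMSO wells for no effect and camptothecin positive control wells for full effect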
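Compounds are pinned in duplicate onto adhered PC3M cells stably expressing GFP-tagged PTB and incubated 16 h at 37 C. Cells are then fixed, nuclei stained with Hoechst, and PNC-positive cells counted.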
IMPase inh = membrane-permeable compound that blocks inositol monophosphatase; P97697; CHO-M1 cells, IP1 accumulation, HTRF TR-FRET ratio; inhibition (IP1 accumulation), % at 46.1 µM; 120,000 tested, under 10 active; AID 901; active = well fitted curve in the direction sought with a large enough effect in the signal ratio, not every such curve was filed as active; inconclusive = small, poorly fitted or top-dose-only effect, or a change in a side signal; inactive = no such curve, though single readings can be large or run the other way; the % refers to the signal ratio;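 also: cells stimulated with carbachol in lithium chloride buffer; plate controls were DMSO basal wells for no effect and reference inhibitor wells for full effect; higher means more IMPase inhibition seen as more IP1 and lower FRET ratio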
Target sequence (P97697 whole entry, looked up): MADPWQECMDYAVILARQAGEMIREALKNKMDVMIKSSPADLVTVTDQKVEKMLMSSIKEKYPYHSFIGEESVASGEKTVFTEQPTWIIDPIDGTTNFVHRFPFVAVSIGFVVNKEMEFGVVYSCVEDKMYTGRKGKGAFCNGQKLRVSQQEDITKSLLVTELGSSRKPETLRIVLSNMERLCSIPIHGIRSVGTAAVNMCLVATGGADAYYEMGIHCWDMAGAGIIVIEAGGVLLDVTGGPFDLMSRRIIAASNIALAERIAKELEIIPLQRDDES
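Carbachol-driven Gq signalling in CHO-M1 cells (2000/well) generates IP1. Compounds that block IMPase raise IP1 and so reduce the FRET signal from Eu-anti-IP1 and d2-IP1 after a 10 min room-temperature lysis.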
15-hLO-2 inh = blocks human 15-lipoxygenase 2 activity | O15296 | purified 15hLO-2, xylenol orange hydroperoxide absorbance | Potency, µM (series often up to 57.1 µM), inactives show at the top dose activity change, negative = inhibition, most hits filed as inhibitors | 0.56% of 110,000 active | AID 881; also: potency is read from the fitted curve at half-maximal effect; nearly all actives have a fitted effect of over 60% in size; many of its hits are not listed in these tables
Target sequence (O15296 whole entry, looked up): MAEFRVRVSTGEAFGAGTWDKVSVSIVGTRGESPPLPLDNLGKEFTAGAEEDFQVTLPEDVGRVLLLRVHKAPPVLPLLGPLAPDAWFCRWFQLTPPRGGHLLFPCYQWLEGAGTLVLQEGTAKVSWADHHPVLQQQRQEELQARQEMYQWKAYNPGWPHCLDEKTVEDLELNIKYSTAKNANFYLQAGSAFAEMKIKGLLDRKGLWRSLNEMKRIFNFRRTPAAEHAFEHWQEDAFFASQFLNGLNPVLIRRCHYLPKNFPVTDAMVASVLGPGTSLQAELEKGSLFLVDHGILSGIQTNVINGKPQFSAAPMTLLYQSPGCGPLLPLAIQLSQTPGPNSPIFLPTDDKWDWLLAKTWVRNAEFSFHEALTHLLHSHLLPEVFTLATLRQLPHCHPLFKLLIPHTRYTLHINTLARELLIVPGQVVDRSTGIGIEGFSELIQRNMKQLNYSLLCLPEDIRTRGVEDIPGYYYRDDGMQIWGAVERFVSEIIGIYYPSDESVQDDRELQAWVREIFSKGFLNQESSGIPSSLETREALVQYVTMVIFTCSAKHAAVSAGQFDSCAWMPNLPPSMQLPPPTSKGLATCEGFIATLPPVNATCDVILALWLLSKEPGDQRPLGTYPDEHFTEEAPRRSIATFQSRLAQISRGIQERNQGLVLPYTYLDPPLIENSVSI
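Read-out: hydroperoxide product oxidises ferrous iron, measured as xylenol orange complex via the 573-to-405 nm absorbance ratio after 30 min. Reaction: 50 nM enzyme, 15 min compound preincubation, 45 uM arachidonic acid, 90 min RT, Hepes pH 7.5 with Triton X-100.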
Starred values were filed as active, the others as inactive; ? = inconclusive; nt = not tested or not shown; [ ] = another dose, or the depositor's remark. Unless noted, calls follow the shape of the dose curve; as a rule, active = well fitted curve in the direction sought with a large enough effect; inconclusive = small, poorly fitted or top-dose-only effect, or another doubt; inactive = no such curve, though single readings can be large; an effect the other way counts as inactive or inconclusive. Unless noted, % is scaled to controls: 0 for no effect and ±100 for the full control effect. A portion of the library; rates above refer to the full screens.

SMILES	ALOX12 inhib	PNC inhibitor	IMPase inh	15-hLO-2 inh
Cc1cc(OCC(=O)OCC(=O)Nc2cc(C(F)(F)F)ccc2N2CCOCC2)ccc1Cl	-1%	75	7	nt
CC1(C)C2(Cl)C(Cl)C(Cl)C(Cl)(C(Cl)Cl)C1(Cl)C2Cl (stereo unspecified)	-1%	nt	nt	0%
COc1ccc(C(C)(C)C)cc1NC(=O)c1cncc(Br)c1	-11%	1	-4	5%
Cc1cc(-n2nc(C)cc2C)nc(N)n1	3%	18	-6	-1%
COc1cc(NC(=S)N2CCN(Cc3ccccc3)CC2)cc(OC)c1	-8%	?	14	nt
Cc1cccc(C2=NN(c3ccccc3)[C@@H](C(=O)N3CCOC3=O)[C@@H]2c2ccccc2)c1	3%[0.00818 µM]	nt	nt	-9%[0.0915 µM]
COc1ccc(C(C(=O)NC2CCCCC2)N(C(=O)CCl)c2ccc(OC)cc2)cc1 (stereo unspecified)	1%	10	nt	nt
O=C(O)[C@@H]1CCCNC1	-3%[25.6 µM]	nt	-10[20.6 µM]	0%[25.6 µM]
CCn1c(CNC(=O)Cc2ccc(OC)cc2)nnc1SCCOc1ccccc1	-1%	-12	1	5%
O=C(CN1CCN(c2ccc(F)cc2)CC1)Nc1nnc(-c2ccccc2)s1	0%	?	2	-2%
CCC(Oc1ccccc1)C(=O)Nc1nnc(C(F)(F)F)s1 (stereo unspecified)	4%	?	-10	-17%
CCC(OC(=O)c1ccco1)C(=O)NCc1ccc(C)cc1 (stereo unspecified)	-4%	36	4	-7%
CCOC(=O)c1cccc(Nc2nc(-c3cccnc3)nc3ccccc23)c1	-4%	5	11	24%
CCOC(=O)c1c(NC(=O)CSc2nnc(C)c(=O)[nH]2)sc2c1CCC2	-1%	?	-10	-9%
CCOC(=O)c1cnc(SCC(=O)Nc2cc(OC)ccc2OC)nc1N	3%	18	11	1%
CCCNC(=O)N1CCN(c2ncccn2)CC1	-1%	22	3	nt
O=C(CN1CCC(O)(c2ccc3c(c2)OCO3)CC1)OC1CCCCC1	0%	-84*	-8	16%[2.29 µM]
O=S(=O)(O)CCS	0%	nt	nt	17%
O=c1[nH]c(CCl)nc2cc(-c3ccc(Cl)cc3)sc12	1%	?	-3	-4%
CCOC(=O)c1cccc(NC(=O)CN(C)S(=O)(=O)c2cnc[nH]2)c1	-5%	?	-7	-5%
CC(=O)Oc1ccc(C(=O)[C@H]2[C@H]3C(=O)N(c4ccccc4)C(=O)[C@H]3[C@@H]3C=CC=NN32)cc1	-5%	48	nt	nt
CS(=O)(=O)N(Cc1ccc(Cl)cc1)c1ccc(C(=O)N2CCN(c3ccccc3)CC2)cc1	-23%	25	1	7%
CCCCCCC(C)NC(=S)Nc1cc(S(=O)(=O)N(C)C)ccc1C (stereo unspecified)	-1%	?	nt	nt
NC(=O)/N=C(\N)NC(=O)c1ccccc1	-4%[11.4 µM]	nt	nt	-4%[11.4 µM]
Cc1ccc(-c2ccc(=O)n(CC(=O)NCCN3CCCCC3C)n2)cc1 (stereo unspecified)	1%	44	5	11%
COc1ccc(C(=O)C2CCCCC2=O)cc1 (stereo unspecified)	-10%	-18	-2	2%
CCOC(=O)c1c(/N=C/c2ccccc2O)sc2c1CCC2	-4%	-28	-13	nt
Cc1sc2ncnc(N3CCN(CCOc4ccc(Cl)cc4)CC3)c2c1C	-11%	47	6	39%[activator]
CCN(CC)S(=O)(=O)c1cccc(C(=O)Nc2ccccc2)c1	0%	30	-1	9%
Cc1ccc(NC(=O)c2ccc(CSc3nnc(-c4ccncc4)n3C)cc2)c(C)c1	-6%	-8	-2	-4%

Three structures from above, sorted by molecular weight, ascending:
SMILES	ALOX12 inhib	PNC inhibitor	IMPase inh	15-hLO-2 inh
CCC(OC(=O)c1ccco1)C(=O)NCc1ccc(C)cc1 (stereo unspecified)	-4%	36	4	-7%
CCOC(=O)c1c(NC(=O)CSc2nnc(C)c(=O)[nH]2)sc2c1CCC2	-1%	?	-10	-9%
CS(=O)(=O)N(Cc1ccc(Cl)cc1)c1ccc(C(=O)N2CCN(c3ccccc3)CC2)cc1	-23%	25	1	7%

(next part)
SMILES	ALOX12 inhib	PNC inhibitor	IMPase inh	15-hLO-2 inh
O=C(OCC(=O)N1CCc2ccccc21)c1cccnc1Cl	-3%	25	1	-6%
O=C1CN(C(=O)c2ccc(Br)o2)C(c2ccccc2)c2cc(Br)ccc2N1 (stereo unspecified)	-13%	12	14	-16%
Cc1onc(-c2ccccc2Cl)c1C(=O)Oc1cc(N)n(S(=O)(=O)c2ccc(F)cc2)n1	-8%	28	-5	-4%
CCOC(=O)c1c(NC(=S)Nc2cccc(C)c2)sc2c1CC(C)(C)SC2	-15%	?	-21	nt
O=[N+]([O-])c1cc(C(F)(F)F)ccc1NN=C1CCCC1	1%	?	nt	nt
CCCS(=O)(=O)NCc1cn2cccc(C)c2n1	5%	-6	-3	nt
Cc1ccc(-c2cc(C(F)F)nc(N3CCC(C)CC3)n2)cc1	3%	-15	-2	21%
C=C(C)CSc1nc2nc(C)c(Br)cc2[nH]1	8%	28	7	-5%
COC(=O)c1ccc2nc(C)cc(Nc3ccc(N(C)C)cc3)c2c1	-1%	-119*	nt	nt
CCC(C)(C)C	-3%	nt	nt	-13%
O=C(CSc1nnc(COc2ccc3c(c2)CCCC3)o1)Nc1ccc(F)cc1	0%	-16	-3	-2%
COc1ccc(N(C(=O)c2cccc(OC)c2OC)C2C=CS(=O)(=O)C2)cc1 (stereo unspecified)	1%	60	3	3%
COc1ccc(C2SCC(C(=O)O)N2C(C)=O)cc1 (stereo unspecified)	5%	6	-2	-4%
CSc1cc(-c2ccccc2)n(Cc2c(Cl)cccc2Cl)c(=O)c1C#N	6%	-11	6	-5%
O=C(Cc1ccccc1)c1nc2ccccc2s1	-5%	-2	nt	nt
Cc1ccccc1NC(=O)/C(=C/c1ccccc1)c1ccccc1	-7%	-3	16	0%
Cc1cc(C)n(CC2CC(=O)N(c3ccc(Cl)c(Cl)c3)C2=O)n1 (stereo unspecified)	-2%	17	-6	6%[2.29 µM]
COC(=O)Nc1ccc(S(=O)(=O)NCCO)cc1	1%	?	11	9%
O=S(=O)(c1ccc(NC(=S)NCc2ccco2)cc1)N1CCCC1	0%	-25	nt	nt
CCc1nnc(NC(=O)CSc2nnc(-c3ccc(S(=O)(=O)N4CCCC4)cc3)n2CC)s1	7%	?	-3	nt
Cc1ccc(N2CC(C(=O)Nc3nccs3)CC2=O)cc1 (stereo unspecified)	-4%	1	6	0%
CCCN1C(=O)/C(=N\OCC(=O)NCC(F)(F)F)c2ccccc21	1%	45	-2	nt
CCOc1ccc(/C(O)=C2/C(=O)C(=O)N(c3ncccn3)C2c2ccccc2)cc1 (stereo unspecified)	-1%	14	nt	nt
Cc1cc(C)nc(-n2nc(C)cc2NC(=O)CN2CCc3ccccc3C2)n1	-2%	-23	11	34%[activator]
CCOC(=O)c1ccc2c(c1)nc(SC/C(O)=C(\C#N)c1nc3ccccc3[nH]1)n2CC	-8%	?	?	-5%
Cc1cc2nc(-c3ccc(SCC(=O)Nc4ccc5c(c4)OCCO5)nc3)[nH]c2cc1C	1%	-18	1	56%[activator]
Cc1onc(-c2ccccc2)c1C(=O)Nc1cccnc1	-3%	?	4	-3%
COc1ccc(-c2nc(Cn3c(SCc4ccccc4F)nc4ccncc43)c(C)o2)cc1	1%	9	9	28%
S=C1NCCOCCOCCOCCN1	-2%	?	-5	-3%
CC(=O)N1CCc2c(sc(NC(=O)CN3C(=O)CCC3=O)c2C(N)=O)C1	1%	?	-6	nt
Cc1cccc(C)c1NC(=O)COC(=O)c1cc(-c2cccnc2)nc2ccccc12	-2%	-3	4	nt
Cc1ccc(S(=O)(=O)NN=C2C3CC4CC(C3)CC2C4)cc1[N+](=O)[O-]	1%	16	nt	nt
O=C(O)c1cc(=O)[nH]c(=S)[nH]1	-7%[11.4 µM]	nt	nt	-4%[11.4 µM]
Cc1cnc(C(=O)OCC(=O)Nc2ccc(Cl)cc2Cl)cn1	4%	261	16	nt
COc1ccc(NC(=O)C2OCCc3ccccc32)c(OC)c1 (stereo unspecified)	5%	?	6	-3%
COc1ccc(OCC(=O)NNC(=O)c2ccc(-c3ccccc3)cc2)cc1	3%	?	-12	-27%
COC(=O)C1=C(C)NC(=S)N(C(C)=O)C1c1ccccc1 (stereo unspecified)	0%	-10	-1	nt
O=C(NCc1ccncc1)C(=O)NCC(c1ccco1)N1CCN(c2ccccc2F)CC1 (stereo unspecified)	0%	17	nt	nt
N/C(=N\OC(=O)c1ccc2ccccc2c1)c1ccc(Br)cc1	0%	-13	nt	nt
Cc1cc2nc(C)c(=O)n(C)c2cc1C	-1%	14	nt	nt
O=C(NCCCCCCNC(=O)c1ccc(Br)s1)c1ccc(Br)s1	5%	?	0	nt
O=C1OC(c2ccccc2)c2ccccc21 (stereo unspecified)	-2%	33	nt	nt
CCOC(=O)c1c(NC(C)=O)sc2c(OC(C)=O)cccc12	-2%	16	-7	-8%
Cc1ccc(NC(=O)CSc2nnc(-c3cnccn3)n2Cc2ccco2)cc1	-5%	?	-1	2%
Cc1nc([N+](=O)[O-])c(Br)n1CC(=O)c1ccc(Br)cc1	-27%	13	-5	-1%
O=C(NC1CCCCC1)C(c1ccncc1)N(C(=O)Cn1nnc(-c2cccs2)n1)C1CCCC1 (stereo unspecified)	-5%	-5	nt	nt
COc1ccc(C(=O)N(CN2CCCC2=O)c2cc(C)on2)cc1OC	-1%	4	2	-2%
C=C(C)c1cccc(C(C)(C)NC(=O)N(Cc2ccccc2)Cc2ccco2)c1	6%	-27	0	-1%
O=C(CN1CCOCC1)Nc1ccccc1-c1ccccc1	-7%	-20	4	1%
C=CCc1cccc2cc(C(=O)OCC(=O)c3ccccc3)c(=O)oc12	9%	?	-1	-5%
(further entries)
SMILES	ALOX12 inhib	PNC inhibitor	IMPase inh	15-hLO-2 inh
CC(C)CNc1nnnc2c1sc1nc(N3CCOCC3)c3c(c12)CC(C)(C)SC3	-6%	12	6	?
CCOC(=O)C1CCCCN1Cc1cccc(F)c1 (stereo unspecified)	-4%	31	-3	-12%
Nn1c(SCCOc2ccccc2)nnc1-c1cccnc1	2%	-24	3	nt
Cn1c(=O)[nH]c(=O)c2c1nc(Sc1ncccn1)n2CCCc1ccccc1	-5%	-2	?	-3%
N#Cc1cnn(-c2nc3sc4c(c3c(=O)[nH]2)CCCC4)c1N	0%	17	-9	33%[activator]
CC1=CCC2C(=O)N(c3ccc4ccccc4n3)C(=O)C2C1 (stereo unspecified)	0%	26	8[1.84 µM]	-7%[11.4 µM]
Cc1cc(C)c(N2CCN(S(=O)(=O)N3CCCCCC3)CC2)c(C)c1	-5%	37	12	-7%
O=C(Cc1cccs1)NCC1CCCO1 (stereo unspecified)	4%	?	1	-1%
Cc1ccc(C)c2[nH]c(=O)c(CN(Cc3ccco3)S(=O)(=O)c3ccc4c(c3)OCCO4)cc12	-10%	?	11	26%
COc1ccc(C(=O)NC(C)c2nnc(SCc3ccc(Cl)c(Cl)c3)n2C)cc1 (stereo unspecified)	-6%	-8	-2	13%
Cc1nc(C)c(-c2ccccc2)c(=O)[nH]1	-1%	20	12	3%
COc1cc(C2C(C(=O)OC(C)C)=C(C)Nc3[nH]c(=O)[nH]c(=O)c32)ccc1O (stereo unspecified)	-2%	41	1	-7%
CC1CCCC(C)N1C(=O)c1cc(-c2cccs2)on1 (stereo unspecified)	-1%	1	1	nt
O=C(C1CCC1)N1CCc2cc(S(=O)(=O)NC3CCCC3)ccc21	2%	43	5	1%

Single records, from the list above. Screens in order: ALOX12 inhib, PNC inhibitor, IMPase inh, 15-hLO-2 inh
Entry for O=C(C1CCC1)N1CCc2cc(S(=O)(=O)NC3CCCC3)ccc21 : 2%, 43, 5, 1%
Entry for Cc1nc(C)c(-c2ccccc2)c(=O)[nH]1 : -1%, 20, 12, 3%
